Screening data as filed in PubChem.
D1 potentiator: human D1 dopamine receptor positive modulation; P21728; HEK293 TREx D1 cells, calcium flux, dopamine EC20 potentiation; potentiation, % at 10 µM; 360,000 tested, 0.036% active; in the data active = potentiation above about 30%; note: 0% is about no effect
Target sequence (P21728 whole entry, looked up): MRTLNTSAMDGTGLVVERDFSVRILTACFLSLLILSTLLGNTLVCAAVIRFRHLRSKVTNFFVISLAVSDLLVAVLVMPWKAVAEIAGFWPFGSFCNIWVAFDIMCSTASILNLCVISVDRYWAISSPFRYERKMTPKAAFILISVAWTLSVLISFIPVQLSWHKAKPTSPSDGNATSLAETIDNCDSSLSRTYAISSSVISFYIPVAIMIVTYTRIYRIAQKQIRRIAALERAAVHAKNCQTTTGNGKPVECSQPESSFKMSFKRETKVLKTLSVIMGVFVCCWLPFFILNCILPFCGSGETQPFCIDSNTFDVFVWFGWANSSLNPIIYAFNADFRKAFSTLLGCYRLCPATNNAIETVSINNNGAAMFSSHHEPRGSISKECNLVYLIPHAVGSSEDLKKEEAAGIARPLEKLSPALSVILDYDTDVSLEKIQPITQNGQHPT
Vif-APOBEC3F blk: Vif-A3F binding inhibition; HeLa A3F-eYFP + Vif (tagged APOBEC3F with the HIV-1 protein that degrades it), YFP fluorescence increase; Potency, µM (series often up to 46.1 µM), for inactives: top-dose activity, negative = active; 390,000 tested, 0.2% active; AID 602313; note: potency is the fitted concentration of half-maximal effect; % of control where 0% means no effect; nearly all actives have a fitted effect of over 65% in size
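Fluorescence increase (Ex 488/Em 500-530) after overnight compound treatment at 37 deg C flags inhibition of Vif-driven A3F-eYFP loss in stable HeLa A3F-eYFP/Vif cells seeded overnight beforehand.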
D1 agonist: activates the human D1 dopamine receptor | AID 504660 | 360,000 tested, 1% active | HEK293 T-REx D1 cells, calcium flux, agonist mode | activation, % at 2 µM; in the data active = activation above about 30%; note: 0% is about no effect
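Agonism was scored from calcium flux recorded over 180 s (1 read/s) after pintool compound addition, following a 10-cycle baseline. Cells were inducible force-coupled HEK293 TREx D1, plated overnight at 30 C and loaded with no-wash calcium dye.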
GRP78 ERSR act: inducers of ER stress response in human glioma cells; U87-MG GRP78 promoter luciferase reporter, 16 h; Potency, µM, for inactives: at the highest dose activation, most hits filed as activators; 420,000 tested, 0.02% active; note: potency is the fitted concentration of half-maximal effect; series mostly up to about 76 µM; % of control where 0% means no effect; nearly all actives have a fitted effect of over 35% in size
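Stably transfected U87-MG glioma cells carrying a GRP78-based luciferase sensor; 16 h compound incubation. Luminescence end-point read 10 min after Bright-Glo addition at room temperature.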
RXFP1 agonist: RXFP1 (human) receptor agonism. Potency, µM (doses to about 57.5 µM), without a hit: top-dose activation, usual class: activators. Q9HBX9. 370,000 tested, 0.3% active. HEK293T-RXFP1 cAMP TR-FRET, 30 min; response scale: percent of porcine relaxin response, buffer zero. AID 2676; note: potency is the fitted concentration of half-maximal effect; % is set by controls: 0 for no effect and ±100 for the full control effect; nearly all actives have a fitted effect of over 60% in size; many of its hits are not listed in these tables
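Agonist response is measured as cAMP accumulation in an RXFP1-transfected HEK293T line under PDE4 inhibition. Values are scaled between buffer-only and 29 nM porcine relaxin, and EC50s come from standard Hill equation fits.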
RXFP1 antagonist: RXFP1 (human) relaxin receptor antagonism; HEK293-RXFP1, relaxin-stimulated cAMP HTRF, 30 min; active compounds read low; activity change, negative = inhibition, % at 57.5 µM; 350,000 tested, 0.59% active; AID 1259400;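 active = activity change of -60% or lower, but not beyond a set lower limit; inconclusive = change between -60% and -40%, or beyond the set limit; inactive = change above -40%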; note: % is set by controls: 0 for no effect and ±100 for the full control effect
D1 antag: human D1 dopamine receptor antagonism | P21728 | HEK293 TREx D1 cells, calcium flux, dopamine EC80; active compounds read low | activity change, negative = inhibition, % at 10 µM | 360,000 tested, 3.2% active | AID 504652; in the data active = activity change below about -30%; note: % is set by controls: 0 for no effect and ±100 for the full control effect
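Compound effects on dopamine-evoked calcium signalling were measured in tetracycline-induced HEK293 Trex D1 cells. Dopamine at EC80 followed a 180 s compound pre-read, and fluorescence was tracked kinetically for 180 s more.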
D2 potentiator: D2 dopamine receptor (human) potentiation; HEK293 T-REx D2, calcium flux, EC20 dopamine potentiation; potentiation, % at 10 µM; 340,000 tested, 0.34% active; AID 485347;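 active = potentiation over 3 SD above the plate norm, cut at about 30% in these data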; note: 0% is about no effect
Target sequence (P14416 whole entry, looked up): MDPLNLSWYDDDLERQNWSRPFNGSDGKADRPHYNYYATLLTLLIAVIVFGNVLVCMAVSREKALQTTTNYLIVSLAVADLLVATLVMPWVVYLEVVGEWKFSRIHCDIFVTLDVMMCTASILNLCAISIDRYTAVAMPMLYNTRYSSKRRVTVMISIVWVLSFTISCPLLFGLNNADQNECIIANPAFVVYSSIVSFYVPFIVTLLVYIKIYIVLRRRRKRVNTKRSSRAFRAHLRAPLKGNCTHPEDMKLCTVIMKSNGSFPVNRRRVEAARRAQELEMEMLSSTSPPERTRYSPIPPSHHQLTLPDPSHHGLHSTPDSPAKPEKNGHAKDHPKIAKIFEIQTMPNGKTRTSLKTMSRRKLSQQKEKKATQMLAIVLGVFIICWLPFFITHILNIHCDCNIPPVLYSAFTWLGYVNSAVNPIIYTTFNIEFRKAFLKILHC
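Tetracycline-induced Hek293 Trex D2 cells, force-coupled to calcium, loaded with no-wash calcium dye. Compound added with 180 s kinetic read for agonism, then EC20 dopamine and a further 180 s read for potentiation.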
Vif-APOBEC3G blk: Vif-A3G binding inhibition; 410,000 tested, 0.076% active; AID 602310; Potency, µM (titrated, usually from 46.1 µM), without a hit: at the top dose activity, negative = active, hits mostly inhibitors; HeLa A3G-eYFP + Vif (tagged APOBEC3G with the HIV-1 protein that degrades it), YFP fluorescence, overnight;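 note: potency is the fitted concentration of half-maximal effect; % is set by controls: 0 for no effect and ±100 for the full control effect; nearly all actives have a fitted effect of over 60% in size; hits raise eYFP signal because A3G escapes Vif-driven loss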
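Read-out is eYFP fluorescence (Ex 488/Em 500-530) from Vif-expressing HeLa A3G-eYFP cells; more signal means A3G escaped Vif-mediated degradation. Cells plated overnight, compound pinned in, incubated overnight at 37 deg C.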
* marks the source's active call; other numbers are inactive results; ? = inconclusive; nt = not tested or not shown. Unless noted, calls come from the whole dose curve; as a rule, active = well fitted curve in the direction sought with a large enough effect; inconclusive = small, poorly fitted or top-dose-only effect, or another doubt; inactive = no such curve, though single readings can be large; an effect the other way counts as inactive or inconclusive.

mol,D1 potentiator,Vif-APOBEC3F blk,D1 agonist,GRP78 ERSR act,RXFP1 agonist,RXFP1 antagonist,D1 antag,D2 potentiator,Vif-APOBEC3G blk
CCN1C(=O)c2cccc3c(S(=O)(=O)NCc4ccccn4)ccc1c23,-4,0%,3,-5%,6.5%,8,-4,-1,-5%
O=C1CC(NNc2ccccc2)C(=O)N1c1ccccc1 (stereo not given),-3,-3%,3,0%,0.9%,-3,6,3,-14%
CCOC(=O)c1ccc(N2C(=O)CC(Sc3nc(O)c(CC)c(=O)[nH]3)C2=O)cc1 (stereo not given),-2,-7%,0,3%,-1.4%,-3,27,4,-1%
CC1Cc2cc(S(=O)(=O)N3CCCCC3)ccc2N1C(=O)C1CCC1 (stereo not given),-1,3%,5,-2%,2.9%,5,-28,-7,-4%
c1cc2c(cc1-c1csc(NNC3=NCCCCC3)n1)OCCO2,-4,-7%,1,-4%,3.2%,0,21,-4,4%
O=C(NCCCn1ccnc1)c1ccc(Br)c(S(=O)(=O)N2CCOCC2)c1,-8,-2%,4,-2%,8.3%,-9,-4,-5,-4%
O=C(c1ccc(O)c(Cl)c1)N1CCN(S(=O)(=O)c2ccccc2)CC1,-3,-8%,3,-2%,-2.3%,-4,-14,-6,1%
Cn1cccc1C(=O)NCC(c1ccco1)N1CCCCC1 (stereo not given),5,-6%,2,1%,-0.5%,10,6,-4,-5%
Cc1noc(C)c1C(=O)Nc1ccccc1N1CCCC1,5,4%,0,-4%,-0.2%,2,-6,7,2%
CC(C)(C)C(=O)Nc1nnc(CSCc2ccccc2F)s1,-1,1%,13,-10%,-2.0%,-11,2,19,-2%
CC(C)Cc1nc2oc3c(NCC(C)O)ncnc3c2c2c1CCCC2 (stereo not given),6,0%,1,2%,6.2%,7,-3,-4,2%
COc1ccc(-c2ccccc2NC(=O)C2CCCN(Cc3ccc(C)o3)C2)cc1 (stereo not given),5,-12%,5,1%,-1.7%,-12,3,-6,1%
COCCN(C(=O)CCC(=O)Nc1cc(C)on1)C(C(=O)NC(C)(C)C)c1cccc(OC)c1OC (stereo not given),nt,9%,3,-3%,1.4%,-8,10,0,0%
CCn1ncc(Br)c1C(=O)Nc1ccc(F)cc1F,-9,-6%,6,-3%,2.6%,-22,9,-4,1%
O=C(COC(=O)CCC(=O)c1cccs1)NC1CC1,1,-13%,-1,-4%,1.9%,-20,3,-3,1%
Cc1ccc(C)c(S(=O)(=O)Nc2nc3ccc(S(N)(=O)=O)cc3s2)c1,4,-9%,3,4%,-1.9%,-15,-2,20,0%
COC(=O)c1ccc(C(=O)Nc2nnc(-c3cccnc3)o2)cc1,5,nt,0,nt,0.0%,nt,2,1,nt
O=C(CCCc1nc2ccccc2s1)N1CCN(c2ccccc2)CC1,-14,15%,0,3%,-0.6%,-7,-43*,-1,0%
Cc1c([N+](=O)[O-])cc(C(=O)Nc2ccc(NC(=O)c3ccco3)cc2)cc1[N+](=O)[O-],-4,4%,8,-5%,4.3%,13,2,nt,0%
Cc1ccc(N2C(=O)/C(=C\c3ccco3)SC2=S)cc1,-5,0%,4,-5%,-0.8%,-22,19,3,0%
CCc1nc(SCC(=O)N2CC(=O)Nc3ccccc32)c2c(C)c(C)sc2n1,-4,-8%,0,-1%,6.7%,5,3,4,-1%
CCOc1cccc(/C=N/N2CCN(c3ccc(Cl)cc3)CC2)c1O,-6,1%,3,2%,-0.5%,0,-3,-9,3%
O=C(c1ccco1)N1CCN(C(=O)c2ccccc2OC(=O)C23CC4CC(CC(C4)C2)C3)CC1,4,4%,-1,-3%,-0.2%,-2,8,9,1%
O=C(CCCc1ccccc1)NC1CC(=O)N(c2ccc(F)cc2)C1 (stereo not given),-2,0%,-4,-3%,-0.6%,-11,nt,nt,2%
Cc1c(C(=O)O)nn(-c2ccccc2)c(=O)c1C#N,1,-2%,1,-5%,0.8%,-3,-10,-9,3%
CCOC(=O)Cc1c(C)nc2c(-c3ccccc3)cnn2c1C,0,0%,0,5%,1.8%,-1,4,15,-4%
COC(=O)c1ccccc1CCC(C)=O,4,-2%,5,-18%,-0.3%,-7,-3,0,-1%
COc1ccc(-c2cc(=O)oc3c(C)c(OCC(=O)NCCCn4ccnc4)ccc23)cc1,3,-7%,0,-1%,-1.5%,nt,-7,17,0%
COc1ccc(C)cc1NC(=O)CSc1nnc(-c2ccco2)n1N,-6,4%,1,-4%,2.4%,-2,-19,-2,0%
Nc1ncnc2nc(SCCOc3ccc(Cl)cc3)[nH]c12,-5,-11%,2,-3%,3.0%,2,-1,-2,4%
CCN(Cc1ccc(OC)c(F)c1)C(=O)CCl,4,-15%,1,-13%,-0.9%,7,-4,7,1%
COc1ccc(C2C(C(=O)c3sc(C)nc3C)=C(O)C(=O)N2CCCn2ccnc2)cc1 (stereo not given),nt,3%,nt,1%,nt,-1,nt,nt,-1%

2 entries from above in a different format:
Values run as follows: D1 potentiator	Vif-APOBEC3F blk	D1 agonist	GRP78 ERSR act	RXFP1 agonist	RXFP1 antagonist	D1 antag	D2 potentiator	Vif-APOBEC3G blk
Nc1ncnc2nc(SCCOc3ccc(Cl)cc3)[nH]c12
→ -5	-11%	2	-3%	3.0%	2	-1	-2	4%
CCN(Cc1ccc(OC)c(F)c1)C(=O)CCl
→ 4	-15%	1	-13%	-0.9%	7	-4	7	1%

More compounds follow:
mol,D1 potentiator,Vif-APOBEC3F blk,D1 agonist,GRP78 ERSR act,RXFP1 agonist,RXFP1 antagonist,D1 antag,D2 potentiator,Vif-APOBEC3G blk
Cc1cc(C)c(NC(=O)CCCn2c(C)c3cnn(-c4ccccc4)c(=O)c3c2C)c(C)c1,-2,0%,13,-1%,0.5%,-39,-10,-11,1%
O=C1C2C3C=CC(C3)C2C(=O)N1c1n[nH]c(-c2cccnc2)n1 (stereo not given),-1,-13%,3,-4%,2.0%,-17,-10,9,0%
O=C(CNC(=O)N1CC(=O)Nc2ccccc21)Nc1nccs1,-7,5%,1,-3%,0.4%,-1,-24,11,-4%
CCOC(=O)c1ccc(Cn2c(-c3ccccc3)nnc2-c2ccccc2)o1,-2,-1%,10,-2%,1.7%,-7,-10,nt,-4%
C=CCn1c(SCC(=O)Nc2cc(OC)c(NC(=O)c3ccco3)cc2OC)nnc1-c1ccncc1,2,-3%,-3,-3%,1.4%,4,10,12,-11%
CCN(Cc1ccccc1)S(=O)(=O)c1c(N)n(C)c(=O)n(C)c1=O,-7,1%,1,-3%,2.6%,-7,3,-3,6%
CN(C)c1ccc(/C=N\Nc2nc(-c3ccccc3)cc(=O)[nH]2)cc1,0,-3%,5,0%,-0.6%,nt,-9,0,0%
COc1ccc(NC(=O)C(=O)NCCC2=CCCCC2)c(OC)c1,-2,1%,4,-2%,0.9%,-16,-4,nt,1%
Cc1cc(C(=O)N/N=C/c2cccc(OC(=O)c3cccc(Br)c3)c2)n[nH]1,0,-6%,2,-5%,0.5%,-3,8,21,3%
O=c1[nH]c(C2CCN(S(=O)(=O)Cc3ccccc3)CC2)nc2c1nnn2Cc1ccccc1Cl,1,-9%,3,-5%,-1.7%,17,0,16,-3%
COC(=O)c1cc2oc3ccccc3c2n1CC(=O)Nc1ccc(C)cc1Cl,6,-4%,1,0%,9.1%,-4,-9,17,0%
O=C(CSc1nncn1-c1ccccn1)Nc1ccccc1Cl,-8,4%,1,-8%,0.0%,-14,-2,-1,-2%
O=C1/C(=C\c2cc(Br)cc(Br)c2O)SC(=S)N1Cc1ccccc1,-10,-15%,22,1%,0.0%,-11,-24,-9,-8%
O=C(O)C1C2CCC(O2)C1C(=O)Nc1ccccc1Br (stereo not given),-4,-14%,0,-3%,1.4%,0,10,1,2%
CCC(C)(C)NC(=O)CN(C(=O)C(=O)Nc1ccc2c(c1)OCCO2)C(C)(C)CC,8,-10%,0,-6%,-0.8%,-13,-2,0,-2%
CCOC(=O)c1sc(NC(=O)CSc2nnc(-c3ccc(OC)cc3)n2CCOC)nc1C,-6,-2%,0,-4%,0.6%,-14,-16,1,-9%
CC(C)OC(=O)N(C)C[C@@H]1OCc2cnnn2CCCC(=O)N([C@H](C)CO)C[C@H]1C,nt,1%,nt,-4%,nt,2,nt,nt,1%
CC(=O)Nc1ccc(NS(=O)(=O)c2ccccc2)c2ccccc12,1,0%,3,-1%,5.1%,-5,4,2,-8%
CCOC(=O)N1CCC(NC(=O)c2cc3sccc3n2CC)CC1,-10,-11%,4,-4%,-0.4%,4,-14,-2,2%
Cc1ccc(C(=O)NCC(=O)N2CCN(c3ccccc3O)CC2)s1,nt,-4%,nt,4%,nt,11,nt,nt,0%
CCCC(=O)NC(=S)Nc1ccccc1C(F)(F)F,-6,5%,1,-1%,0.9%,-7,-11,10,-1%
CSc1nc2ccc(NS(=O)(=O)c3ccc(CNC(C)=O)cc3)cc2s1,1,-6%,3,0%,-1.2%,2,3,4,-3%
CCCOc1ccc(C2c3c(-c4ccccc4O)n[nH]c3C(=O)N2CCc2ccccc2)cc1OCC (stereo not given),2,-16%,6,?,0.6%,-35,0,4,?
COCCNC(=O)c1ccccc1NC(=O)CSc1ccc(C)cc1,-4,8%,-2,1%,1.6%,-3,nt,-5,1%
Cc1cc(=O)[nH]c2ccc(S(=O)(=O)N3CCOCC3)cc12,-2,2%,6,0%,4.2%,-12,4,-4,-2%
NC(=O)Cn1nc(C(F)(F)F)c2c1CCCC2,-3,?,13,-4%,1.0%,6,-20,-8,-1%
CCN1CCN(Cc2ccc(NC(=O)c3ccc(C)c(NC(=O)c4cccc(-c5cn[nH]c(=O)c5)c4)c3)cc2C(F)(F)F)CC1,-7,-1%,1,-4%,-0.4%,nt,-8,-15,1%
N#C/C(C(=O)c1ccccc1)=C1/CCCCCN1,0,nt,1,-6%,0.1%,7,-10,4,0%
Cc1ccccc1N1C(=O)C(Oc2ccc(Cl)cc2)C1CNCC1CCCO1 (stereo not given),-7,0%,0,-2%,-0.2%,1,0,-23,0%

An excerpt; rates above refer to the full screens.
